# Compound activity: PubChem BioAssay, National Center for Advancing Translational Sciences (NCATS)
# GAA glycogen – inhibitors or activators of human alpha-glucosidase glycogen cleavage. Potency, µM (titrated, usually from 76.4 µM), for inactives: at the top dose activity change, negative = inhibition, hits mostly inhibitors. recombinant GAA, glycogen substrate, Amplex Red glucose oxidase fluorescence. P10253. hit rate 0.38% among 300,000. AID 2100; active = well fitted inhibition curve with a large enough effect; inconclusive = small, poorly fitted or top-dose-only effect, or another doubt; inactive = no such curve, though single readings can be large or run the other way;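 also: 0% = full enzyme reaction and -100% = no-enzyme basal signal; the screen sought inhibitors and activators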
#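 Recombinant human alpha-glucosidase (4 nM final) hydrolysed bovine liver glycogen (30 ug) for 40 min at 37 C in pH 5.0 citrate/phosphate with 0.01% Tween-20. Released glucose detected by glucose oxidase/Amplex Red, Ex 573/Em 610 nm. Compounds up to 77 uM; AC50 from Hill fits.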
# The depositor's hits bear a star; ? = inconclusive; & = joins results of further samples; [ ] = remark or other dose. Potency is read from the fitted curve at half-maximal effect. A portion of the library; the hit share may differ from the screen's.
SMILES,GAA glycogen
Cc1cccc(NC(=O)CCC(=O)N/N=C/c2cccnc2)c1,1%[76.3 µM]
COc1ccc(S(=O)(=O)NCc2ccccn2)c(C)c1C,15%[76.3 µM]
COc1ccc(Cl)cc1/C=C/c1ccc2cccc(O)c2n1,1%
O=C(NNC(=O)c1ccccc1F)C1=NN(c2ccccc2)C(=O)CC1,50µM*
Cc1ccc(N(C(=O)CNC(=O)c2ccco2)C(C(=O)NC2CCCC2)c2cccnc2)c(C)c1 (centres undefined),3%
COc1cc(Nc2cccc[n+]2C)cc(OC)c1OC,-12%
Cc1nc(N2CCN(C(=O)c3ccco3)CC2)c(C#N)c2c1CCCC2,-3%[76.3 µM]
Cc1cccc(SCC(=O)Nc2ccc3c(c2)OCCO3)c1,-5%[76.3 µM]
COc1ccc(C(=O)CC(SCC(NC(C)=O)C(=O)O)c2ccc(Cl)cc2)cc1OC (centres undefined),-6%
O=C(NC1CCN(C(=S)Nc2ccccc2Cl)CC1)C1CCCCC1,8%
COc1cc(NS(=O)(=O)c2c(C)[nH]c(C)c2C(=O)N2CCCC2)cc(OC)c1OC,-3%[76.3 µM]
CCOc1ccccc1N1C(=O)c2ccc(S(=O)(=O)c3ccc(C(=O)O)cc3)cc2C1=O,-7%[76.3 µM]
COc1ccc(C2c3[nH]c4ccccc4c3C[C@H]3C(=O)N(C4CCN(Cc5ccccc5)CC4)CC(=O)N23)cc1OC (some centres undefined),4%
Cc1ccc(C(=O)O/N=C(\N)c2ccccn2)c(C)c1,-1%[76.3 µM]
CCC(C)(C)NC(=O)C(c1ccc(F)cc1)N(CCOC)C(=O)CCC(=O)Nc1nccs1 (centres undefined),-2%
COc1ccc(CCN2CC(C(=O)NCCc3ccccc3C(F)(F)F)CCC2=O)cc1 (centres undefined),0%[76.3 µM]
Cc1cc2ncn(S(=O)(=O)c3ccc(F)cc3)c2cc1C,18%[76.3 µM]
CCOc1ccccc1Nc1nc2ccc(C)cc2n2cnnc12,11%
COc1cc(CCC(=O)OCC(=O)Nc2ccc(C)cc2Cl)cc(OC)c1OC,-5%[76.3 µM]
CC1CN(C(=S)NC(=O)c2ccc(Cl)cc2)CC(C)O1 (centres undefined),13%[76.3 µM]
O=[N+]([O-])c1cccc(S(=O)(=O)N/N=C\c2ccc3c(c2)OCO3)c1,-7%[76.3 µM]
CNC(=O)/C(C#N)=C/c1c(N2CCN(c3ccccc3)CC2)nc2c(C)cccn2c1=O,3%
Cc1csc2nc(CN3CCN(CC(=O)N(C)C)CC3)cc(=O)n12,-6%
O=C(COC(=O)c1ccco1)c1ccccc1,-4%[76.3 µM]
O=C(NNc1ccccc1[N+](=O)[O-])Nc1ccc(F)cc1F,-11%
O=C(CNC(=O)c1cccc(Br)c1)N/N=C/c1ccc2c(c1)OCO2,-1%
COc1cccc(C2c3[nH]c4ccccc4c3C[C@H]3C(=O)N(C4CC4)CC(=O)N23)c1 (some centres undefined),6%
O=C(O)C(Cc1ccccc1)NS(=O)(=O)c1ccc(Cl)cc1 (centres undefined),7%
CCc1n[nH]c(=S)n1/N=C/c1ccccn1,-9%[76.3 µM]
C[C@]12CCC(=O)C[C@@H]1CC[C@@H]1[C@@H]2CC[C@]2(C)[C@@H](C(=O)COC(=O)CCC(=O)O)CC[C@@H]12,0%&3%
O=C(CCc1cccc(Cl)c1)NC1CCCN(Cc2ccccc2F)C1 (centres undefined),7%[76.3 µM]
CC(=O)c1ccc(Nc2nc3ccc(C)cc3n3cnnc23)cc1,7%
CC(=O)Nc1ccc(NC(=O)C2C3C=CC(C3)C2C(=O)O)cc1 (centres undefined),-18%[76.3 µM]
CN(C)C(CNc1ccc(S(C)(=O)=O)cc1[N+](=O)[O-])Cc1ccccc1 (centres undefined),10%
COc1ccc(CN2CCN(Cc3ccccc3C(F)(F)F)CC2)c(OC)c1,2%
O=C(OCc1cccc(C(F)(F)F)c1)c1ccc[nH]c1=O,-7%
Cc1ccc(-c2ccc(=O)n(Cc3cccc(Br)c3)n2)cc1,2%
O=C(c1ccccc1NS(=O)(=O)c1ccccc1)N1CCCCCC1,-12%[76.3 µM]
CCC(C(=O)NCc1ccco1)N(C(=O)CNS(=O)(=O)c1ccc(F)cc1)c1ccccc1F (centres undefined),7%
COc1ccccc1C(=O)Nc1nnc(CCc2ccccc2)s1,1%[76.3 µM]
Cc1cccc(CN2CCC(n3nccc3NC(=O)CCCc3ccccc3)CC2)n1,1%[76.3 µM]
O=C(O)c1cc(NN=C2c3ccccc3-c3ccccc32)ccc1Cl,?
COc1cc(C(C)=O)ccc1OCCCN1CCC(Cc2ccccc2)CC1,4%[76.3 µM]
COc1ccccc1NC(=O)CC(=O)Nc1ccccc1OC,3%
CCn1c(SCC(=O)NC2CCCCC2)nnc1-c1ccco1,-18%
COc1ccccc1CC(=O)Nc1ccc(S(=O)(=O)N2CCCCC2)cc1,-7%
NC(=O)COc1c(-c2ccc(Br)o2)oc2ccccc2c1=O,1%[76.3 µM]
O=C(NNS(=O)(=O)c1ccc(F)cc1)c1cc(Cl)ccc1O,?
Cc1c(OCC(=O)NC(Cc2ccc(Cl)cc2)C(=O)O)ccc2c3c(c(=O)oc12)CCC3 (centres undefined),-8%[76.3 µM]
O=C(NC1CCCC1)c1cc(-c2ccc(Cl)c(Cl)c2)on1,7%

# Next part
SMILES,GAA glycogen
COc1ccc(S(=O)(=O)CCC(=O)NCc2ccc(C)o2)cc1,12%[76.3 µM]
COc1ccc(/C=C(\NC(=O)c2ccc(Cl)cc2)C(=O)NCC2CCCO2)cc1OC (centres undefined),-9%
CN(c1cccc(NC(=O)c2ccccc2N(Cc2ccccc2)S(C)(=O)=O)c1)S(C)(=O)=O,13%[76.3 µM]
Cc1ccc(SCC(=O)OCC(=O)NC2(C#N)CCCCC2)cc1,0%[76.3 µM]
COc1ccc(S(=O)(=O)N/N=C(/C)c2ccncc2)cc1,-3%[76.3 µM]
CCOc1ccccc1NC(=O)CCNC(=O)Cn1ccc2ccccc2c1=O,5%
CC(C)CCN1CCNC(=O)C1CC(=O)N(C)CCCN1CCOCC1 (centres undefined),2%[76.3 µM]
CCn1cnc2cc(NC(=O)c3ccc(C)cc3)ccc21,-1%[76.3 µM]
Cc1cc(C)c(C(=O)CC(=O)c2ccccc2Cl)c(O)c1,4%
COc1ccc2c(c1)cc(C(=O)N[C@H](C(=O)N1CCC(C(=O)O)CC1)C(C)C)n2C,5%
Cc1ccc(S(=O)(=O)N2CCN(C(=O)c3c(-c4ccccc4)noc3C)CC2)cc1,2%
COc1ccc(/C=C(/NC(=O)c2ccccc2OC)C(=O)Nc2ccc(C(=O)O)cc2)cc1,-9%[76.3 µM]
Cc1ccc(OCC(=O)NCCCNC(=O)c2ccccn2)cc1,5%
Cc1ccc(C(=O)NC(=S)N2CCCC2)cc1,-14%[76.3 µM]
CCN(CC)CCNC(=S)Nc1ccc2nc(N3CCN(C)CC3)cc(C)c2c1,-1%
O=C(c1ccc(F)cc1F)N1CCCC(c2nc(-c3ccc(F)cc3)no2)C1 (centres undefined),0%[76.3 µM]
COc1ccc(S(=O)(=O)N(CC(=O)NCc2cccnc2)c2ccc(C)cc2)cc1OC,-16%
O=C(NCCCN1CCOCC1)c1cc2c(s1)-c1ccccc1OC2,12%[76.3 µM]
CCOCCn1c(CN(C)Cc2ccccc2)nc2c1c(=O)n(C)c(=O)n2C,-3%[76.3 µM]
Cc1nn(-c2ccccc2)c(Cl)c1C(=O)NCC(C)c1ccccc1 (centres undefined),-8%
O=C(Nc1ccc(N2CCCC2)cc1)c1cccc(Cl)c1,-14%
Cc1cc(=O)[nH]c(Nc2ccc(N(C)C)cc2)n1,3%[76.3 µM]
COc1ccccc1N1N=C(c2ccc([N+](=O)[O-])cc2)CC1c1ccccc1 (centres undefined),5%[76.3 µM]
N#Cc1ccc(COC(=O)c2cccnc2Cl)cc1,2%
COc1cc2c(cc1OC)C(C)N(CC(=O)Nc1ccc(C)c(S(=O)(=O)N3CCOCC3)c1)CC2 (centres undefined),-7%[76.3 µM]
Brc1cccc(CN2CCCCCC2)c1,-7%[76.3 µM]
Cc1cc(O)c(C2(O)C(=O)Nc3ccccc32)cc1C (centres undefined),-17%
CCc1nc(CNC(=O)C2CCC(=O)N(Cc3cccc(OC)c3)C2)no1 (centres undefined),0%[76.3 µM]
O=C(CC(C(=O)O)c1cccc(Br)c1)c1ccc(Cl)cc1 (centres undefined),0%
COc1ccccc1CNC(=O)COc1cc2c(c3oc(=O)cc(C)c13)CCC(C)(C)O2,-14%[76.3 µM]

# Sorted by value in GAA glycogen (highest first): five from the list above.
SMILES,GAA glycogen
COc1ccc(C2c3[nH]c4ccccc4c3C[C@H]3C(=O)N(C4CCN(Cc5ccccc5)CC4)CC(=O)N23)cc1OC (some centres undefined),4%
N#Cc1ccc(COC(=O)c2cccnc2Cl)cc1,2%
COc1ccc(Cl)cc1/C=C/c1ccc2cccc(O)c2n1,1%
O=C(CC(C(=O)O)c1cccc(Br)c1)c1ccc(Cl)cc1 (centres undefined),0%
COc1ccc(C(=O)CC(SCC(NC(C)=O)C(=O)O)c2ccc(Cl)cc2)cc1OC (centres undefined),-6%

# Returning to the listing; the 3 compounds before the break are reprinted first.
SMILES,GAA glycogen
CCc1nc(CNC(=O)C2CCC(=O)N(Cc3cccc(OC)c3)C2)no1 (centres undefined),0%[76.3 µM]
O=C(CC(C(=O)O)c1cccc(Br)c1)c1ccc(Cl)cc1 (centres undefined),0%
COc1ccccc1CNC(=O)COc1cc2c(c3oc(=O)cc(C)c13)CCC(C)(C)O2,-14%[76.3 µM]
COc1ccc(CCN(C)C(=O)CCCN2C(=O)c3cccc4cccc(c34)C2=O)cc1OC,0%[76.3 µM]
O=C(O)c1cccc(S(=O)(=O)N2CCC(n3nnc4cc(C(F)(F)F)ccc43)CC2)c1,2%
COc1ccc(CCC(=O)Nc2sc(C(=O)N(C)C)c(C)c2C#N)cc1,0%[76.3 µM]
COc1ccc(C)cc1Nc1nc(C)nc2sc(C)cc12,1%
CCN1CCN(C(=S)Nc2sc(C)c(-c3ccccc3)c2C(=O)OC)CC1,2%[76.3 µM]
Cc1cc(Cl)ccc1OCC(=O)Nc1cccnc1,3%
NNC(=O)C(Cc1ccc(O)cc1)N1Cc2ccccc2C1=O (centres undefined),-11%
COc1ccccc1N1CCN(S(=O)(=O)c2c(C)[nH]c(C)c2C(=O)N2CCCCC2)CC1,-3%[76.3 µM]
COc1ccccc1CNS(=O)(=O)c1cccs1,1%[76.3 µM]
CCC(Oc1ccc(C)cc1)C(=O)Nc1ccccc1C(=O)N1CCOCC1 (centres undefined),-5%[76.3 µM]

# Quoted at random: seven entries already listed, in no set order.
SMILES,GAA glycogen
CN(c1cccc(NC(=O)c2ccccc2N(Cc2ccccc2)S(C)(=O)=O)c1)S(C)(=O)=O,13%[76.3 µM]
COc1ccc(CCN(C)C(=O)CCCN2C(=O)c3cccc4cccc(c34)C2=O)cc1OC,0%[76.3 µM]
Cc1ccc(C(=O)NC(=S)N2CCCC2)cc1,-14%[76.3 µM]
O=C(CC(C(=O)O)c1cccc(Br)c1)c1ccc(Cl)cc1 (centres undefined),0%
Cc1cc(O)c(C2(O)C(=O)Nc3ccccc32)cc1C (centres undefined),-17%
Cc1cccc(CN2CCC(n3nccc3NC(=O)CCCc3ccccc3)CC2)n1,1%[76.3 µM]
COc1ccc(S(=O)(=O)N(CC(=O)NCc2cccnc2)c2ccc(C)cc2)cc1OC,-16%

# (listing goes on)
SMILES,GAA glycogen
CCCCSc1nc2sc3c(c2c(=O)[nH]1)CC(C)(CC)OC3 (centres undefined),-2%
O=C(CNCc1ccccc1)Nc1ccc(Cl)cc1,5%
COC(=O)C(Cc1c[nH]c2ccccc12)NC(=O)c1cncc(Br)c1 (centres undefined),5%
O=C(CN(C(=O)CCC(=O)Nc1nccs1)c1ccc2c(c1)OCO2)NCc1ccccc1,2%
COCCCNc1nc(-c2ccc(Cl)cc2)nc2ccccc12,-9%[76.3 µM]
O=C(CCc1nnc(C2(c3ccc(Cl)cc3)CCC2)o1)N1CCCC1,1%[76.3 µM]
O=C(NCc1ccc(F)cc1)C1(S(=O)(=O)c2ccc(Cl)cc2)CC1,-4%
CCC(C(=O)NC1CCCC1)N(Cc1ccccc1Cl)C(=O)c1snc(C(N)=O)c1N (centres undefined),-7%
COc1cccc(CN(C)CC2CCCN(CCc3ccc(Cl)cc3)C2)c1OC (centres undefined),-8%[76.3 µM]
COC(=O)C1=C(CS(=O)(=O)c2cc(Cl)ccc2OC)NC(=O)NC1c1ccc(O)c(OC)c1 (centres undefined),?

# Structures listed so far that bear a hit mark in GAA glycogen:
SMILES,GAA glycogen
O=C(NNC(=O)c1ccccc1F)C1=NN(c2ccccc2)C(=O)CC1,50µM*

# Further entries follow:
SMILES,GAA glycogen
Cc1cc(Cl)ccc1C(=O)C1CCCN(C(=O)c2nonc2C)C1 (centres undefined),-2%[76.3 µM]
CC(C)n1cc(CN2CCC(n3nccc3NC(=O)Cc3ccccc3)CC2)cn1,-1%[76.3 µM]
O=C(c1ccco1)N1N=C(c2cccs2)CC1c1ccccc1O (centres undefined),12%[76.3 µM]
COCc1ccc(CN2CCC(N3CCC(C(=O)N4CCCC4)CC3)CC2)o1,2%[76.3 µM]
O=C(CNC(=O)c1ccc(Cl)cc1)c1ccc(Cl)cc1,0%
CNc1nc(Nc2ccc(C)c(Cl)c2)c2cnn(C)c2n1,6%
